bIAP act: increases bovine intestinal alkaline phosphatase activity. 200,000 tested, 0.17% active. purified bovine IAP, CDP-star luminescence, 30 min; hits give high values; fold of DMSO-control signal, blank-subtracted. activation factor at 20 µM;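 active = activation factor of 2 or more at 20 µM, a signal rise over negative controls twice the positive control's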
STAT1 inh: inhibitors of IFN-gamma induced STAT1 signaling; NIH 3T3 STAT1-luciferase reporter, luminescence; AID 920; inhibition, % at 5.5 µM; 200,000 tested, 0.35% active;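 active = inhibition above a set limit, the mean inhibition across all tested compounds plus 3 SD, cut at about 34% in these data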;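 note: 0% = IFN-gamma with DMSO and 100% = IFN-gamma with 300 µM nifuroxazide; values of inactives mirror those of a sister screen read the other way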
PPARg SRC2 recr: agonists of SRC-2 recruitment by human PPARgamma. P37231. PPARgamma LBD-SRC-2 recruitment, biochemical. activation, % at 8 µM. 200,000 tested, 0.34% active. AID 1032; in the data active = activation above about 22%;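 note: 0% = vehicle and 100% = reference agonist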
Target sequence (P37231 whole entry, looked up, the tested form may be a part): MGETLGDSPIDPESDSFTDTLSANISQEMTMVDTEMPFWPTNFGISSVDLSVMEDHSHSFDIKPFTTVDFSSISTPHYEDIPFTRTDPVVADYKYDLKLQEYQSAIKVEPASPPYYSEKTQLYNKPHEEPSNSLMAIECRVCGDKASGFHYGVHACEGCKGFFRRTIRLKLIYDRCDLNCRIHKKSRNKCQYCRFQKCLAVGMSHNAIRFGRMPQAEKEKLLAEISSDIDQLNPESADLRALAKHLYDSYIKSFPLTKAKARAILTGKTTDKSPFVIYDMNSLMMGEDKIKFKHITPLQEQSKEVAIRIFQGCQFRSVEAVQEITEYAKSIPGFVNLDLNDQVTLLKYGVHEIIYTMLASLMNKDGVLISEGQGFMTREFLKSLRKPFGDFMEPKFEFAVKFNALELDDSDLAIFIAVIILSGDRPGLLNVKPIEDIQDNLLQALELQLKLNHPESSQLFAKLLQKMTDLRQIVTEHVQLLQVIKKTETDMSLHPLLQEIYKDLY
STAT3 activator: STAT3 signaling activation; U3A cells, IL-6 STAT3-luciferase reporter, luminescence; 100% = signal with IL-6 EC80 alone; activation (% of control), % at 5.6 µM; 190,000 tested, 0.91% active; AID 871;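 active = activation above the screen-wide mean of compound activation plus 3 SD, cut at about 130% in these data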;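 note: 0% = background luminescence of wells with medium and substrate only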
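Material: STAT3-luciferase reporter U3A cells; Probe or stimulus: IL-6 (33 ng/mL); Incubation: compound pre-incubation 1 h before IL-6, then 6 h stimulation at 37 °C; Technique: luminescence from STAT3-driven luciferase reporter; Evaluation: % activation versus median of IL-6-stimulated wells; Controls: IL-6-only high control.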
STAT3 inh: inhibitors of IL-6 induced STAT3 signaling; 190,000 tested, 0.89% active; U3A cells, IL-6 STAT3-luciferase reporter, luminescence; host cell line lacks STAT1; inhibition, % at 5.5 µM; AID 862;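 active = inhibition above the mean inhibition across all screened compounds plus 3 SD, cut at about 44% in these data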;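 note: 0% = DMSO only wells and 100% = 100 µM nifuroxazide control wells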
PPARg SRC3 recr: agonists of human PPARgamma SRC-3 coactivator recruitment. activation, % at 8 µM. biochemical PPARgamma/SRC-3 coactivator recruitment assay. 200,000 tested, 0.26% active. P37231; in the data active = activation above about 23%;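 note: 0% = DMSO and 100% = reference agonist; some compounds past the cut are filed as inactive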
TR-FRET SRC-2 ct: counter-screen for PPARgamma SRC-2 recruitment agonists: TR-FRET artefact; TR-FRET ratio at 8 µM; 200,000 tested, 0.4% active; hits give high values; AID 1049; in the data active = TR-FRET ratio above about 2000; note: inactives centre near 1500
bIAP inhibitor: blocks bovine intestinal alkaline phosphatase activity. purified bovine IAP, CDP-star luminescence, 30 min. 190,000 tested, under 10 active. inhibition, % at 20 µM;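 active = over 50% inhibition of intestinal alkaline phosphatase at 20 µM in the single-dose screen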
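System: Purified bovine intestinal alkaline phosphatase (IAP) enzyme | Input: IAP diluted 1/65,000,000 in the well | Also added: CDP-star chemiluminescent phosphatase substrate, 30 µM final | Dosing: 20 µM single dose | Times: Enzyme reaction for 30 min at room temperature | Detection: Luminescence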
ROMK mod: human ROMK K+ channel modulation, primary screen. Tet-inducible ROMK, thallium flux fluorescence; actives lie on both sides. B-score at 10 µM. 130,000 tested, 2% active. AID 1918;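 active = signal ratio slope over the read window, or its plate-corrected B-score, at least 3 SD from the plate mean, either direction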;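 note: B-score of the F/F0 ratio slope over 7 to 12 s after thallium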
PPARg SRC-1 ag: agonists of human PPARgamma SRC-1 coactivator recruitment. PPARgamma-SRC-1 coactivator recruitment biochemical assay. 200,000 tested, 0.41% active. AID 631. activation, % at 8 µM. P37231; in the data active = activation above about 19%;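 note: 0% = DMSO and 100% = reference agonist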
TNAP act hi DEA: activators of human TNAP at high phosphate acceptor concentration. purified TNAP, CDP-star luminescence, 1 M DEA, 30 min; hits give high values; 0 = EDTA background, 1 = DMSO-only activity. 200,000 tested, under 10 active. P05186. activation factor at 20 µM;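 active = activation factor at least 2 at 20 µM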
Target sequence (P05186 whole entry, looked up): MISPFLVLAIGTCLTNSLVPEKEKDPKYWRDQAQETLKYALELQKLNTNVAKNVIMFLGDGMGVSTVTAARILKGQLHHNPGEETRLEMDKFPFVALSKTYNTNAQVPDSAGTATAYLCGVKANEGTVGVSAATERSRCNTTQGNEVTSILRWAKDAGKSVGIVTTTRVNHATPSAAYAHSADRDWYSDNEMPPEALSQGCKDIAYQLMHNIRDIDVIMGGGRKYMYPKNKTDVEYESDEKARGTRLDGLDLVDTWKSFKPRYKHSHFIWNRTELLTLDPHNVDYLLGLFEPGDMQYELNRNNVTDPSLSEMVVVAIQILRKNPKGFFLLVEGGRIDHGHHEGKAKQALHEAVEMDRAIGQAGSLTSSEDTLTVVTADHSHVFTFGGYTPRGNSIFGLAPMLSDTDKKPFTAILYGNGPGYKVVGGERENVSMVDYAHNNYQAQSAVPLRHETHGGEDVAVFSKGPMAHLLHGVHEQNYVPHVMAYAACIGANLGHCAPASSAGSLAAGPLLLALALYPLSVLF
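Assay system: human TNAP; Input: enzyme diluted 1/800 final; Reagent: CDP-star luminogenic substrate at 100 µM final; Timing: 30 min, room temperature; Signal: luminescence; Evaluation: TNAP activation factor scaled between EDTA and DMSO control wells.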
Starred values were filed as active, the others as inactive; x = no result given. Outcome played no part in choosing rows; about 3.7% have a hit in one of these screens.

SMILES	bIAP act	STAT1 inh	PPARg SRC2 recr	STAT3 activator	STAT3 inh	PPARg SRC3 recr	TR-FRET SRC-2 ct	bIAP inhibitor	ROMK mod	PPARg SRC-1 ag	TNAP act hi DEA
CC(C)C1NC(=S)N(Cc2ccccc2)C1=O (stereo unspecified)	1	-3	11	142*	-46	9	1655	2	x	-2	1
CCN(CC)S(=O)(=O)c1ccc2oc(C(=O)N3CCc4ccccc4C3)c(C)c2c1	0.9	-7	-3	99	-1	3	1605	8	0.43	2	1
O=C(CN(C(=O)c1ccccc1Cl)C1CCCCC1)Nc1ccc(Cl)c([N+](=O)[O-])c1	0.9	-9	-3	112	-3	-4	1308	11	x	-2	1
O=[N+]([O-])c1cc(-c2nnc(N3CCOCC3)c3ccccc23)ccc1N1CCOCC1	1	-10	2	95	11	2	1756	-2	0.89	2	1
O=C(Nc1nnc(SCc2ccc(F)cc2)s1)C1Cc2ccccc2CN1C(=O)c1ccco1 (stereo unspecified)	1	5	8	106	-5	-9	1441	1	x	6	1
CCCCCn1c(SCCOCC)nc2c1c(=O)[nH]c(=O)n2C	0.9	-2	3	112	-5	3	1572	9	x	-3	1
COc1cc(C)c(Br)cc1S(=O)(=O)NCc1ccccc1	0.9	-3	7	91	16	5	1589	11	x	4	1.1
CS(=O)(=O)N1CC2CCCN2c2cc(C(F)(F)F)ccc21 (stereo unspecified)	1.1	6	15	104	5	6	1662	-8	-0.55	9	1
CCC(=O)N=c1sc2ccccc2n1-c1ccccc1	1	-4	1	106	-5	4	1580	1	x	7	1.1
Cc1cccc(C)c1OCC(O)CN1CCCCC1 (stereo unspecified)	1.1	3	5	104	-1	-3	1496	-5	0.16	-1	1
O=C(CCC1CC(=O)Nc2ccccc21)NCc1ccc(F)cc1 (stereo unspecified)	1	2	-8	104	0	-5	1486	-1	x	-2	1
O=C(NCc1ccco1)C12CC3CC(C1)CC(C(=O)NCc1ccco1)(C3)C2	0.9	-3	-5	105	-3	10	1670	7	0.027	15	1
CCOC(=O)CNC(=O)CN1CCCN(S(=O)(=O)c2ccc(Br)s2)CC1	1	0	10	95	10	2	1599	-2	0.35	13	1.1
CCC(C)(C)n1nnnc1C(c1cc2cc3c(cc2[nH]c1=O)OCO3)N1CCN(C)CC1 (stereo unspecified)	1.1	9	3	98	7	-2	1696	-8	x	10	1
Cc1nnc(SCc2nnc(-c3cccs3)o2)n1C1CCCCC1	1.3	2	0	101	1	1	1575	-30	-0.12	10	1
O=C(NCc1ccccn1)c1cc(-c2ccccc2Cl)on1	1	-9	0	83	23	1	1550	4	x	1	1
CCCCNC(=O)Cc1c(OC)ccc2cc(Br)ccc12	0.9	-1	9	92	13	11	1679	12	-0.88	10	1
CCN1CCCC1CNC(=O)C(=O)Nc1ccccc1 (stereo unspecified)	1	-22	5	104	-2	3	1557	4	x	7	1
O=S(=O)(c1ccc2nc(COc3ccccc3)[nH]c2c1)N1CCOCC1	1.1	-6	-3	100	7	-1	1342	-14	x	-2	1.1
COc1cccc(-c2nnc(-c3ccc(C(F)(F)F)cc3)o2)c1OC	1	-11	1	100	5	-2	1340	-1	0.55	-3	1
CCc1nnc(NC(=O)CSc2nc3ccccc3o2)s1	1	1	5	99	7	-2	1582	2	-0.97	5	1
Cc1ccccc1CN1CCN(CC(=O)NCc2ccc3c(c2)OCO3)C1=O	1.1	-5	0	103	-2	5	1542	-6	-1.2	13	1
CC(=O)c1ccccc1OCC(O)CN1CCN(C(c2ccccc2)c2ccccc2)CC1 (stereo unspecified)	1.2	1	13	96	6	1	1587	-22	x	3	1
CCCCNc1oc(-c2ccc(OC)cc2)nc1S(=O)(=O)c1ccccc1	1	-8	10	86	18	1	1477	4	x	-2	1.1
CC(NC(=O)Cn1cnc([N+](=O)[O-])n1)c1ccccc1 (stereo unspecified)	1.1	2	-2	106	-2	-3	1515	-6	x	5	1
O=C(Cn1cnc2ccccc21)Nc1ccc(SC(F)F)cc1	1.1	22	8	40	73*	3	1641	-8	-0.53	2	1
COC(=O)C1=C(C)NC(C)=C(C(=O)OC)C1c1ccc2ccccc2n1	0.9	2	-6	100	7	-11	1333	12	-0.41	1	1.1
CCCCN(CC)Cc1ccc(CNC(=O)Nc2ccc(OCC)cc2)o1	1.1	4	10	98	3	6	1658	-11	0.07	7	1
O=C1CC(C(=O)N(CC2CCCO2)C(C(=O)NC2CCCCC2)c2ccncc2)CS1 (stereo unspecified)	0.9	1	-4	104	-2	0	1377	9	x	-4	1
CCN(C(=O)c1nn(-c2ccc(OC)cc2)c(=O)c2c1c1ccccc1n2C)c1ccc(OC)cc1	1.2	11	0	122	-25	2	1544	-18	0.52	2	1
O=S(=O)(NCc1ccncc1)c1ccc(S(=O)(=O)NCC2CCCO2)cc1 (stereo unspecified)	0.9	18	-2	87	20	-1	1401	6	x	-11	1
Cc1ccc(NC(=S)c2ccc(N(C)C)cc2)cc1	1	-77	11	73	34	3	1597	3	1.4	5	1
CCCCc1ccc(N=N/C(C(=O)Nc2cc(OC)c(NC(C)=O)cc2OC)=C(/C)O)cc1	1	0	-1	102	-3	0	1494	1	x	0	0.9
O=C(O)c1ccc(S(=O)(=O)c2ccc3c(c2)C(=O)N(NC(=O)c2ccc(O)cc2)C3=O)cc1	1	-1	-3	100	5	2	1520	-4	-0.33	13	1.1
O=C(NC1CCCCC1)C(c1ccncc1)N(CC1CCCO1)C(=O)C(F)(F)F (stereo unspecified)	1	-1	-4	100	4	7	1592	2	x	-2	1
CCOC(=O)c1c(C)c(C(=O)Nc2ccccc2)c(C)n1CC	0.8	-5	-1	101	2	-15	1478	20	0.38	4	1

An excerpt from above in order of count of non-hydrogen atoms, rising.
SMILES	bIAP act	STAT1 inh	PPARg SRC2 recr	STAT3 activator	STAT3 inh	PPARg SRC3 recr	TR-FRET SRC-2 ct	bIAP inhibitor	ROMK mod	PPARg SRC-1 ag	TNAP act hi DEA
CCc1nnc(NC(=O)CSc2nc3ccccc3o2)s1	1	1	5	99	7	-2	1582	2	-0.97	5	1
O=S(=O)(c1ccc2nc(COc3ccccc3)[nH]c2c1)N1CCOCC1	1.1	-6	-3	100	7	-1	1342	-14	x	-2	1.1
Cc1ccccc1CN1CCN(CC(=O)NCc2ccc3c(c2)OCO3)C1=O	1.1	-5	0	103	-2	5	1542	-6	-1.2	13	1
O=C(CN(C(=O)c1ccccc1Cl)C1CCCCC1)Nc1ccc(Cl)c([N+](=O)[O-])c1	0.9	-9	-3	112	-3	-4	1308	11	x	-2	1
CC(=O)c1ccccc1OCC(O)CN1CCN(C(c2ccccc2)c2ccccc2)CC1 (stereo unspecified)	1.2	1	13	96	6	1	1587	-22	x	3	1

Later entries
SMILES	bIAP act	STAT1 inh	PPARg SRC2 recr	STAT3 activator	STAT3 inh	PPARg SRC3 recr	TR-FRET SRC-2 ct	bIAP inhibitor	ROMK mod	PPARg SRC-1 ag	TNAP act hi DEA
COc1cc2[nH]c(=O)n(Cc3ccc(C(=O)NC4CCN(Cc5ccccc5)CC4)cc3)c(=O)c2cc1OC	1.1	0	6	94	12	0	1628	-5	0.11	7	1
Cc1ccc(Nc2nc(N)nc(CN3CCN(c4ccccc4)CC3)n2)cc1Cl	0.9	7	11	91	12	2	1633	8	0.075	8	1
CN(C)S(=O)(=O)c1cccc(NC(=O)c2cncc(Br)c2)c1	1.1	7	-5	106	-10	-2	1438	-7	-0.38	-10	0.9
COc1ccc(CN=Cc2c(C(F)(F)F)[nH][nH]c2=O)cc1	0.9	4	10	107	-7	10	1680	5	x	-4	1
COCCCNC(=O)CN(c1cccc(Cl)c1C)S(C)(=O)=O	0.9	-3	1	104	-4	-2	1517	6	x	-3	1
Cc1ccc(NC(=O)NC(=S)NC(=O)c2ccccc2)cc1	0.9	-19	-5	99	-3	2	1467	8	x	-4	1
Cc1ccc(SCC(=O)NC(=O)Nc2ccc3c(c2)OCCO3)cc1C	0.9	-3	2	108	-10	4	1546	12	x	0	1.1
CCOC(=O)Cn1c(=NC(=O)c2ccc([N+](=O)[O-])s2)sc2ccccc21	0.9	5	-1	91	8	-4	1609	5	-0.03	2	1
Cc1ccc2nc(NCC(=O)O)nc(-c3ccccc3)c2c1	1.1	4	2	116	-7	6	1627	-13	x	1	1.1
CCn1c(SCC(=O)c2ccccc2)nnc1-c1cnccn1	0.9	-29	7	111	-12	6	1497	13	x	0	1
Cc1nnc(NC(=O)CN2C(=O)c3ccccc3S2(=O)=O)s1	1.3	-2	0	97	3	-4	1442	-30	0.092	0	1
Cc1c(CCOC(=O)C23CC4CC(CC(C4)C2)C3)sc[n+]1Cc1ccccc1	0.8	2	-6	105	-7	0	1445	22	x	-2	0.8

Just PPARg SRC-1 ag and TR-FRET SRC-2 ct, for five of the compounds above:
SMILES | PPARg SRC-1 ag | TR-FRET SRC-2 ct
CN(C)S(=O)(=O)c1cccc(NC(=O)c2cncc(Br)c2)c1 | -10 | 1438
COc1ccc(CN=Cc2c(C(F)(F)F)[nH][nH]c2=O)cc1 | -4 | 1680
COCCCNC(=O)CN(c1cccc(Cl)c1C)S(C)(=O)=O | -3 | 1517
Cc1ccc(NC(=O)NC(=S)NC(=O)c2ccccc2)cc1 | -4 | 1467
Cc1ccc(SCC(=O)NC(=O)Nc2ccc3c(c2)OCCO3)cc1C | 0 | 1546

Remaining list, next part:
SMILES	bIAP act	STAT1 inh	PPARg SRC2 recr	STAT3 activator	STAT3 inh	PPARg SRC3 recr	TR-FRET SRC-2 ct	bIAP inhibitor	ROMK mod	PPARg SRC-1 ag	TNAP act hi DEA
COc1cc(Cl)c(C)cc1NC(=O)CSc1ccc(NC(C)=O)cc1	1.3	2	5	94	6	2	1619	-27	-0.72	9	1.1
COc1ccc(CNC(=O)C2CCCN2CCc2ccccc2)cc1OC (stereo unspecified)	1.1	6	4	82	28	2	1603	-11	0.57	-6	1
Cn1c(=O)oc2cc(S(=O)(=O)N3CCC(C(=O)NCC4COc5ccccc5O4)CC3)ccc21 (stereo unspecified)	1	4	3	101	4	3	1756	5	x	12	1.1
O=C(Nc1ccnc(-c2cccnc2)n1)c1cccs1	1.3	-12	2	86	20	0	1477	-27	1.3	-4	1
Cc1ccc(S(=O)(=O)N2CCC(C(=O)Nc3nnc(C4CCCC4)s3)CC2)cc1	1.2	-5	5	103	7	8	1701	-24	x	2	1
CC(=O)Nc1ccc(OCC(O)Cn2nc(C)c(Br)c2C)cc1 (stereo unspecified)	1	4	11	97	5	-8	1753	1	-0.75	10	1.1
COC(=O)c1ccccc1NC(=O)CN1CCN(c2ccccn2)CC1	1	8	-3	92	12	0	1617	-2	x	0	1

Screening data deposited in PubChem by several laboratories.
